# MazF activator – activators of E. coli MazEF toxin-antitoxin RNase, primary screen, biochemical, fluorescence, uHTS; Endoribonuclease toxin MazF (Escherichia coli (strain K12)), P0AE70; AID 504720, 2011; FAM/BHQ RNA-DNA oligo cleavage fluorescence, 5 h; activation, % at 20 µM; 350,000 compounds, 0.32% hits; in the data active = activation above about 50%
# Target sequence (P0AE70 whole entry, looked up): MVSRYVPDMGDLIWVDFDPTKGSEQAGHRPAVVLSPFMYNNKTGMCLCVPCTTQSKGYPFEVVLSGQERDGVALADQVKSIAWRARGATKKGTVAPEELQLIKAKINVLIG
# CCHFV vOTU inh – CCHFV vOTU protease inhibitors, primary screen, biochemical, Pep-AMC substrate, fluorescence | 370,000 compounds, 0.55% hits | AID 651958, 2012 | Crimean-Congo hemorrhagic fever virus L polyprotein viral ovarian tumor (vOTU) protease … | inhibition, % at 11.5 µM; in the data active = inhibition above about 30%; note: 0% = vehicle wells with enzyme and 100% = no enzyme wells
# SARS 3CLpro inh – SARS-CoV 3CLpro protease inhibitors, primary screen, biochemical, quenched FRET; inhibition, % at 6 µM; recombinant SARS-CoV 3CLpro, quenched FRET peptide cleavage; Replicase polyprotein 1ab (Severe acute respiratory syndrome coronavirus), P0C6X7; 290,000 compounds, 0.14% hits; in the data active = inhibition above about 12%
# VHR inh abs – VHR1 phosphatase inhibitors, primary screen, biochemical, absorbance, uHTS. Dual specificity protein phosphatase 3 (Homo sapiens), P51452. recombinant VHR phosphatase, pNPP absorbance. inhibition, % at 13.3 µM. 290,000 compounds, 0.52% hits. AID 1654, 2009; in the data active = inhibition above about 50%; note: some compounds called inactive have numbers as strong as hits
# Target sequence (P51452 whole entry, looked up): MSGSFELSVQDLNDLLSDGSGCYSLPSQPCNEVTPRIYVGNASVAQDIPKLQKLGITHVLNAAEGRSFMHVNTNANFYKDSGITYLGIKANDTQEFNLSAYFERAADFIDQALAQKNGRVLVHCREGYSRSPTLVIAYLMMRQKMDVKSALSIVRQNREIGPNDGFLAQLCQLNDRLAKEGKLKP
# BoNT A protease – BoNT/A light chain protease inhibitors, primary screen, biochemical, flow cytometry, MLPCN library; Botulinum neurotoxin type A light chain protease (Clostridium botulinum A str. ATCC 3502); multiplex microsphere protease substrate cleavage; inhibition, % at 10 µM; 360,000 compounds, 0.17% hits; AID 588499, 2011; note: plate controls were buffer without enzyme for full effect and enzyme alone for no effect
# Rv3671c inh – Rv3671c serine protease inhibitors, primary screen, biochemical, fluorescence polarization, M. tuberculosis H37Rv. 320,000 compounds, 0.048% hits. AID 2606, 2010. inhibition, % at 5.96 µM; in the data active = inhibition above about 38%;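 note: extracellular domain of Rv3671c used as enzyme; 0% = enzyme with DMSO and 100% = no enzyme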
# Target sequence (P9WHR9 whole entry, looked up, the tested form may be a part): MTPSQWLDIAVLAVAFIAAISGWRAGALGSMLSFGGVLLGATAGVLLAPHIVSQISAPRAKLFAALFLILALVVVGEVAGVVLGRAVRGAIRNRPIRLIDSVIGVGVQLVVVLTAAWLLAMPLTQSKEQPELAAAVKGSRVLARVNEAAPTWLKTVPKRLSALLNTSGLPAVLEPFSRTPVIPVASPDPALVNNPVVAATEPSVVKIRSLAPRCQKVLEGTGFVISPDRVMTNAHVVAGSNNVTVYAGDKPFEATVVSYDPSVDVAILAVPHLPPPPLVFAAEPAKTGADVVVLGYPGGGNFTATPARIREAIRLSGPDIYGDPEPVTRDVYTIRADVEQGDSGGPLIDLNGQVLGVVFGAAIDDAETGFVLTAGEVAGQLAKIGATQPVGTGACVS
# BoNT-F LC inh – BoNT/F light chain protease inhibitors, primary screen, biochemical, flow cytometry, MLPCN library | Botulinum neurotoxin type F light chain protease (Clostridium botulinum) | Multiplex microsphere protease cleavage assay | 360,000 compounds, 0.22% hits | inhibition, % at 10 µM; in the data active = inhibition above about 35%, passing the limit was not always enough; inconclusive = no clear call, values can overlap the other calls; note: plate controls were buffer without enzyme for full effect and enzyme alone for no effect
# PrPC TRFRET – inhibitors of human cell surface prion protein PrPC, primary screen, cell-based, TR-FRET; 370,000 compounds, 0.43% hits; inhibition, % at 13.8 µM; AID 720596, 2013; TR-FRET read-out; in the data active = inhibition above about 24%; note: 0% = median of the test wells and 100% = reference compound wells
# SSB-PriA inh – inhibitors of Klebsiella pneumoniae PriA binding to SSB C-terminal tail, primary screen, biochemical, AlphaScreen | AlphaScreen SSBct-PriA binding, biotinylated peptide | inhibition, % at 33 µM | 430,000 compounds, 0.6% hits | AID 1272365, 2023; in the data active = inhibition mostly above about 37%, no sharp cut-off; inactive = mostly below about 20%;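 note: plate controls were negative control peptide for no effect and reference peptide for full effect; strong numbers were not always called active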
# Anthrax LF inh2 – Bacillus anthracis LF protease inhibitors, primary screen, biochemical, multiplex microsphere, MLPCN library; Lethal factor (Bacillus anthracis), P15917; multiplex microsphere protease cleavage assay; inhibition, % at 10 µM; 360,000 compounds, 0.12% hits; note: plate controls were buffer without enzyme for full effect and enzyme alone for no effect
# The depositor's hits bear a star; ? = inconclusive; · = no result given. Cut-off read from the data, not from the text of the source, unless noted: active = inhibition above about 30%; inconclusive = no clear call, values can overlap the other calls; inactive = below that. Some of the compounds tested; count on the stated rates, not on these rows.
# Each structure is followed by: MazF activator, CCHFV vOTU inh, SARS 3CLpro inh, VHR inh abs, BoNT A protease, Rv3671c inh, BoNT-F LC inh, PrPC TRFRET, SSB-PriA inh, Anthrax LF inh2
COc1ccc([C@H]2CC(=O)C=C(c3ccc(SC)cc3)C2)cc1OC
  10.0, 12.6, ·, ·, 0.1, 14.5, -2.0, -13.5, 1.6, -1.0
O=C(O)c1ccccc1SCc1cn2cc(Cl)ccc2n1
  5.0, -5.3, 1.6, 24.3, 0.7, 1.4, -0.2, 6.1, -16.6, -0.8
CC(=O)Nc1ccc(S(=O)(=O)N2CCSc3ccccc32)cc1
  3.5, 5.8, ·, ·, 0.1, -1.1, -5.9, 19.1, -12.2, -2.8
Cc1nnc2c(NC3CCCCC3)nc3ccccc3n12
  8.1, -10.8, -3.2, -7.6, -3.8, 2.0, -4.1, -4.2, -11.1, -3.9
CCN(CC(=O)Nc1ccc(N2CCOCC2)cc1)C(=O)COc1ccccc1OC
  -22.2, 4.4, 1.4, 5.2, 1.0, 2.5, -3.6, 9.0, 3.1, -0.7
O=C(NC1(C(=O)NC2CCCCC2)CCCCC1)c1ccccn1
  -8.2, 3.9, -3.5, 10.4, 0.1, 8.1, -5.2, 3.6, -12.3, -6.6
CC(=O)c1ccc(NC(=O)C(C)n2nc(-c3ccccc3)c3cc(Cl)ccc32)cc1 (centres undefined)
  2.5, -2.0, 1.6, -18.5, -1.1, -16.4, -16.9, 2.1, -1.6, -13.7
O=C(CN(CCc1ccccc1)C(=O)CNS(=O)(=O)c1ccccc1)NCc1ccco1
  3.0, 9.2, -2.4, 37.9, 1.1, -1.8, 7.4, 3.6, 1.9, 5.3
O=Cc1ccc(Oc2cnccn2)cc1
  9.6, -14.9, 4.1, 33.0, 0.7, -6.5, -2.7, 4.0, -3.5, -1.5
O=C(O)c1ccccc1Nc1cccc(OCc2ccc3ccccc3n2)c1
  -3.6, 12.9, ·, ·, 0.1, 6.0, -13.0, 10.2, 6.2, -5.1

# Reformatted with bars between the fields: part of the list above
molecule | MazF activator | CCHFV vOTU inh | SARS 3CLpro inh | VHR inh abs | BoNT A protease | Rv3671c inh | BoNT-F LC inh | PrPC TRFRET | SSB-PriA inh | Anthrax LF inh2
Cc1nnc2c(NC3CCCCC3)nc3ccccc3n12 | 8.1 | -10.8 | -3.2 | -7.6 | -3.8 | 2.0 | -4.1 | -4.2 | -11.1 | -3.9
O=Cc1ccc(Oc2cnccn2)cc1 | 9.6 | -14.9 | 4.1 | 33.0 | 0.7 | -6.5 | -2.7 | 4.0 | -3.5 | -1.5

# (list continues)
# Each structure is followed by: MazF activator, CCHFV vOTU inh, SARS 3CLpro inh, VHR inh abs, BoNT A protease, Rv3671c inh, BoNT-F LC inh, PrPC TRFRET, SSB-PriA inh, Anthrax LF inh2
CCOC(=O)N1CCC(NC(=O)CC(NS(=O)(=O)c2ccc(Cl)cc2)c2ccco2)CC1 (centres undefined)
  4.4, 6.8, -2.6, 9.7, 0.1, -5.6, -0.8, 5.9, -4.2, -0.2
O=C1C=CC(=O)N1Cc1ccncc1
  -14.6, -18.1, ·, ·, 0.2, ·, -3.8, -4.5, -2.3, -6.1
CC1CCCC(CC(N)=O)CC1 (centres undefined)
  7.3, 7.0, ·, ·, -0.2, ·, -6.4, -3.6, -6.8, -0.6
COC(=O)c1cc(NC(=O)C2COc3ccccc3O2)ccc1Cl (centres undefined)
  5.5, 1.3, 2.2, 4.8, 1.7, -5.1, 1.8, 5.7, -17.1, -0.6
CCOc1ccc(N2C(=O)c3ccc(C(=O)OCc4c(C)noc4C)cc3C2=O)cc1
  -2.4, -1.3, -4.7, 10.4, 0.8, -1.7, -15.6, -4.0, -6.7, 3.1
Cc1ccc(N2CC(C(=O)Nc3nnc(C(C)C)s3)CC2=O)cc1 (centres undefined)
  8.7, -2.0, 0.9, 12.9, 1.2, 1.4, 1.6, -4.5, 0.0, 2.3
O=C(CSc1ccccc1)Nc1cccc(S(=O)(=O)N2CCOCC2)c1
  -0.2, 6.0, ·, ·, ·, -2.5, ·, 10.2, -1.0, ·
O=C(CSc1nnc(CNc2ccc(F)cc2)n1Cc1ccccc1)N1CCOCC1
  1.1, 12.3, 0.5, 13.8, -0.2, 0.6, 15.5, 2.2, 1.8, -1.5
Cc1cc(=O)[nH]c(SCC(=O)Nc2cc(S(=O)(=O)N3CCCC3)ccc2Cl)n1
  -2.9, -8.8, 1.0, -14.2, -0.5, 2.0, 2.3, -2.7, -3.3, 1.3
COCCn1c(SCC(=O)Nc2cc(C)on2)nc2ccccc21
  9.7, -4.8, 3.2, 16.7, 0.2, 10.8, -3.8, -3.5, -5.4, -1.1

# Arranged by molar mass (rising): part of the list above.
# Each structure is followed by: MazF activator, CCHFV vOTU inh, SARS 3CLpro inh, VHR inh abs, BoNT A protease, Rv3671c inh, BoNT-F LC inh, PrPC TRFRET, SSB-PriA inh, Anthrax LF inh2
CC1CCCC(CC(N)=O)CC1 (centres undefined)
  7.3, 7.0, ·, ·, -0.2, ·, -6.4, -3.6, -6.8, -0.6
Cc1ccc(N2CC(C(=O)Nc3nnc(C(C)C)s3)CC2=O)cc1 (centres undefined)
  8.7, -2.0, 0.9, 12.9, 1.2, 1.4, 1.6, -4.5, 0.0, 2.3
COCCn1c(SCC(=O)Nc2cc(C)on2)nc2ccccc21
  9.7, -4.8, 3.2, 16.7, 0.2, 10.8, -3.8, -3.5, -5.4, -1.1
COC(=O)c1cc(NC(=O)C2COc3ccccc3O2)ccc1Cl (centres undefined)
  5.5, 1.3, 2.2, 4.8, 1.7, -5.1, 1.8, 5.7, -17.1, -0.6
CCOc1ccc(N2C(=O)c3ccc(C(=O)OCc4c(C)noc4C)cc3C2=O)cc1
  -2.4, -1.3, -4.7, 10.4, 0.8, -1.7, -15.6, -4.0, -6.7, 3.1
Cc1cc(=O)[nH]c(SCC(=O)Nc2cc(S(=O)(=O)N3CCCC3)ccc2Cl)n1
  -2.9, -8.8, 1.0, -14.2, -0.5, 2.0, 2.3, -2.7, -3.3, 1.3

# (listing goes on)
# Each structure is followed by: MazF activator, CCHFV vOTU inh, SARS 3CLpro inh, VHR inh abs, BoNT A protease, Rv3671c inh, BoNT-F LC inh, PrPC TRFRET, SSB-PriA inh, Anthrax LF inh2
CC(C)C(=O)Nc1ccc(C(=O)NNC(=S)NC(=O)c2ccco2)cc1
  4.0, 16.0, -1.6, 3.7, 0.2, 0.4, -1.0, -1.6, -1.2, -3.8
CCc1ccc(S(=O)(=O)Nc2cccc(C3OCCCO3)c2)cc1
  9.8, 6.8, 1.8, 16.1, -1.5, 3.6, 3.0, 5.7, -7.3, 2.2
CCn1c(CC(=O)Nc2ccccc2OC)nnc1SCC(=O)Nc1ccccc1F
  9.1, -18.8, 3.8, 21.6, -0.8, 4.6, -0.7, -6.5, -11.1, -1.7
CCOCC(=O)Nc1ccccc1C(=O)OCC
  4.8, 9.8, -2.2, -5.1, -1.6, -1.8, -1.0, -2.4, -20.0, -3.2
Clc1cc2c(nn1)Nc1ccccc1S2
  -1.4, 6.8, 0.0, 36.0, ?, -2.8, ?, -6.2, -2.3, -11.6
N#CCn1nnc(-c2ccc3c(c2)OCO3)n1
  -2.1, 7.8, 9.5, 13.9, -1.0, -12.5, -7.8, -2.3, -11.6, -6.6
CCN(C[C@H]1N[C@@](Cc2ccccc2)(C(=O)OC)[C@H]2C(=O)N(C)C(=O)[C@@H]12)C(=O)c1ccc(C)cc1
  -9.3, -7.8, ·, ·, -0.8, -4.8, -2.6, -2.9, -0.4, 2.7
Cc1cccc(NC(=O)[C@H](Cc2ccccc2)NC(=O)[C@@H]2Cc3ccccc3CN2)c1
  12.1, -1.9, 0.3, -5.0, 0.6, 5.0, -3.9, 4.5, -2.8, -2.9
Cc1ccc(CCC(=O)Nc2ccc(C#N)cc2)o1
  -19.0, 17.8, -6.0, 9.7, 0.8, -6.8, 1.4, -2.0, -5.7, -3.0
COc1ccc(N(CC(=O)NC2CC3CCC2C3)S(=O)(=O)c2ccc(C)cc2)cc1OC (centres undefined)
  -6.7, 5.8, -6.6, -5.5, -0.8, -19.2, -0.1, 3.9, -0.8, -2.0
NC(=O)c1ccc(NC(=O)C2CCCO2)cc1 (centres undefined)
  1.9, 15.2, 1.9, 15.7, 0.3, 2.2, ?, 0.2, -0.5, 8.2
CCOc1cc(C=O)ccc1O
  9.2, 11.0, ·, ·, -0.8, 2.4, 0.0, -3.8, -4.4, -7.1
C#CCOCCOCCOCCNc1nc(N2CCN(C(=O)Cn3cc(CCCN=C(N)N)nn3)CC2)nc(N2CCN(C(=O)[C@H](CCCCN)n3cc(CC(C)O)nn3)CC2)n1 (some centres undefined)
  1.4, -2.7, ·, ·, 0.0, -2.7, -7.9, -0.8, 1.9, -0.4
Cc1ccc(NC(=O)CN2C(=O)NC3(CCCCCC3)C2=O)cc1Cl
  0.8, -12.9, ·, ·, 0.1, -3.6, -5.6, 6.5, -4.0, -0.6
O=C(NCC(c1ccco1)N1CCN(c2ccc(F)cc2)CC1)C1CCCCC1 (centres undefined)
  -1.5, 3.2, ·, ·, ·, -6.1, ·, -3.0, -12.9, ·
Cc1cccc(NC(=O)CN2CCN(C(=O)c3cnn(Cc4ccccc4)c3)CC2)c1C
  0.9, 27.7, ·, ·, 0.0, -4.1, -6.9, 2.4, 2.6, -2.8
O=C(Cc1ccc(F)cc1)Nc1nc(-c2ccc(F)cc2)cs1
  7.8, 5.1, 3.8, -5.1, 0.9, 9.2, -3.6, 20.1, -9.8, -5.3
COc1ccc(C(=O)NC(=O)CSc2nnc(-c3ccco3)n2-c2ccccc2)cc1
  -35.2, -0.3, -3.3, 17.9, -0.4, -5.8, -2.0, -0.4, 3.6, -1.3
COc1cc2nc(-c3ccccc3C)oc(=O)c2cc1OC
  -11.5, 5.3, 0.3, 30.0, -1.0, 2.2, -6.4, -4.3, -5.5, -4.5
Cc1ccc(NC(=O)CCC(=O)c2ccccc2)cc1
  4.4, 4.5, ·, ·, -1.5, ·, ?, 19.6, 0.2, -0.8
COC(=O)C1=C(C)Nc2nnnn2C1c1ccco1 (centres undefined)
  -2.4, -11.2, -1.6, -8.6, -0.2, -9.5, -5.2, 3.0, 1.4, -16.7
CCc1noc(C)c1C(=O)OCC(=O)Nc1c(F)cccc1F
  10.7, -5.8, ·, ·, ·, 7.0, ·, 0.8, -20.0, ·
COc1ccc(-c2ccc3[nH]c4c(c3c2)CCN2C[C@H]3[C@H](C)ON(C)[C@H]3C[C@@H]42)cc1
  14.3, 3.1, ·, ·, 2.3, ·, -5.8, -0.1, ·, -7.7
CC1CCN(C(=O)N2c3ccccc3Sc3ccccc32)CC1
  -4.6, 14.0, 3.6, 7.6, -2.3, 12.3, -34.4, 0.7, -15.1, -2.2
CC(C)c1nnc(NC(=O)CS(=O)(=O)c2ccccc2)s1
  -20.3, -8.9, 0.1, 12.5, -1.8, 1.6, 3.5, 6.6, -6.4, -0.5
CN(c1ccccc1)c1nc(N)c([N+](=O)[O-])c(NC2CCCCC2)n1
  -9.8, -2.9, 1.8, -2.4, -0.2, ·, 14.1, -3.9, -11.6, -12.0
